OXTR potentiate: potentiates the human oxytocin receptor response. P30559. CHO-OTR cells, Fluo-8 calcium fluorescence, potentiator mode; 0% = oxytocin EC15, 100% = EC100. activation, % at 3 µM. 320,000 tested, 0.061% active;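 active = activation above that plate's cutoff, the mean activation of tested compounds plus 3 SD, cut at about 6.6% in these data, passing the limit was not always enough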;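 note: 100% uses oxytocin at 75 nM as the full agonist control; some results filed as inactive read as strong as hits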
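Dosing: Single dose, 3.0 µM nominal final compound concentration | Material: Human OTR in CHO cells | Technique: Kinetic Fluo-8 calcium fluorescence | Benchmarks: EC15 oxytocin alone as 0%, 75 nM oxytocin as 100% | Probe or stimulus: Oxytocin at about EC15, sub-maximal agonist stimulus | Incubation: Compound 6 min at room temperature before oxytocin, 100 s read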
NALP1 inh: NALP1 inhibition; S. cerevisiae NALP1/ASC/caspase-1 growth, X-gal OD620, 72 h; inhibition, % at 10 µM; 280,000 tested, 0.61% active; in the data active = inhibition mostly above about 24%, no sharp cut-off; inactive = mostly below about 32%; note: some compounds called inactive have numbers as strong as hits
MEKK2mut PB1 HTS: signal of MEK5 binding to mutant human MEKK2 PB1 domain | 290,000 tested, 0.35% active | percent response, % at 10 µM | AID 1530 | bead flow cytometry, Alexa488-MEK5 binding to MEKK2 mutant; in the data active = percent response above about 24%, passing the limit was not always enough; note: inactives centre near 1; some results filed as inactive read as strong as hits
GalR3 antagonist: human GalR3 antagonism | HEK293 GalR3-CNG cAMP membrane potential fluorescence; galR3 body fused to GalR1 C-terminus | inhibition, % at 3 µM | 360,000 tested, 0.44% active | AID 651719;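 active = inhibition above the screen-wide average plus 3 SD, cut at about 13% in these data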;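 note: forskolin and galanin both at EC90 stimulate the cells; cAMP rise reported by CNG channel membrane potential dye signal; 0% = forskolin plus galanin with DMSO and 100% = forskolin alone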
MEKK2 WT-MEK5: raises or lowers MEK5 binding to wildtype human MEKK2 PB1 domain | Q9Y2U5 | bead flow cytometry, Alexa488-MEK5 binding to MEKK2 WT; actives lie on both sides | binding response (% of control), % at 10 µM | 290,000 tested, 1.1% active | AID 1531; in the data active = binding response below about 67% or above about 130%
OXTR ag: human OXTR agonism. activation, % at 3 µM. CHO-OTR cells, Fluo-8 calcium fluorescence; normalized: DMSO 0%, oxytocin 100%. 320,000 tested, 0.32% active;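 active = activation above the mean of all tested compounds plus 3 SD, cutoff set per screening run, cut at about 20% in these data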;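 note: peak over basal fluorescence ratio from a 100 s FLIPR kinetic read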
V1R ag counter: counter-screen for oxytocin receptor agonists: human V1a receptor agonists | AID 2797 | 320,000 tested, 0.25% active | CHO-V1R cells, Fluo-8 calcium fluorescence, agonist mode; 0% DMSO, 100% 3 nM vasopressin | activation, % at 3 µM;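 active = activation above the mean activation of all tested compounds plus 3 SD, per screening run, cut at about 20% in these data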;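 note: signal is peak over basal fluorescence ratio across a 100 second FLIPR read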
Target sequence (P37288 whole entry, looked up): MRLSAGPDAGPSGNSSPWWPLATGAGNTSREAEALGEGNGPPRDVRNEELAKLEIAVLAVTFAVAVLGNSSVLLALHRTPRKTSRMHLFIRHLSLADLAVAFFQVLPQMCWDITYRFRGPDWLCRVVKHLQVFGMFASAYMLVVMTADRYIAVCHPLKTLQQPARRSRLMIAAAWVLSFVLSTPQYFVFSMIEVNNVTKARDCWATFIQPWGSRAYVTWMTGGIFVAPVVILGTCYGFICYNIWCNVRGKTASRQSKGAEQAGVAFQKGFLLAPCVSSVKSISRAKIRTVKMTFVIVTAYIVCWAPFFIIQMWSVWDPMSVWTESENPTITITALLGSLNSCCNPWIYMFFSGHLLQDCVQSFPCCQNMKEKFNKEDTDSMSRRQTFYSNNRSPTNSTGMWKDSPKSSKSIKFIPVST
M18AAP inhibitor: blocks P. falciparum M18 aspartyl aminopeptidase | recombinant PfM18AAP, H-Glu-NHMec fluorogenic cleavage | inhibition, % at 7.35 µM | 290,000 tested, 1.2% active;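 active = inhibition above the campaign mean inhibition over all tested compounds plus 3 SD, cut at about 28% in these data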;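 note: 0% = plate median of test compound wells and 100% = 2 mM ZnCl2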
GPR7 antagonist: human neuropeptides B/W receptor 1 antagonism; inhibition, % at 4.4 µM; AID 1861; 290,000 tested, 1.1% active; GPR7-expressing cells, fluorescence antagonist assay; in the data active = inhibition above about 16%, passing the limit was not always enough;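 note: cells stimulated with the agonist NPW; 0% = agonist with vehicle and 100% = vehicle without agonist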
Target sequence (P48145 whole entry, looked up): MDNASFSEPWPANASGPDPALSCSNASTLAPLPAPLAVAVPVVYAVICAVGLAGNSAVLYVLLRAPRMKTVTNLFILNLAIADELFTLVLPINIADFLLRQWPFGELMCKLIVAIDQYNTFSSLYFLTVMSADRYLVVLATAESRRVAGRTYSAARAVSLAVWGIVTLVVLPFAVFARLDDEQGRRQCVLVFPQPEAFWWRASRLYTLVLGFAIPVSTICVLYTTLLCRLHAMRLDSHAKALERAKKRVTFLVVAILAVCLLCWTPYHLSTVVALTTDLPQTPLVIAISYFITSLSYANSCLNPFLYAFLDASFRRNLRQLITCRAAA
Numbers without * were called inactive; . = no result given.

SMILES	OXTR potentiate	NALP1 inh	MEKK2mut PB1 HTS	GalR3 antagonist	MEKK2 WT-MEK5	OXTR ag	V1R ag counter	M18AAP inhibitor	GPR7 antagonist
Cc1ccc(CSCCNC(=O)CN(c2ccc(F)cc2)S(C)(=O)=O)cc1	-12	24	-3	-7	95	-0.6	0.0	-9	-7
O=C(NCCSCc1c(F)cccc1Cl)Nc1ccccc1	-10	6	9	.	102	0.3	2.9	2	-17
COC(=O)c1cn(NC(=O)/C=C/c2cccc(OC)c2OC)c(=O)c2ccccc12	-4	26	0	-3	100	0.7	0.6	0	-6
COc1cc2c(cc1NC(=O)c1cc(-c3ccccn3)nc3ccccc13)oc1ccccc12	-2	41	1	-1	108	1.2	0.0	3	-3
Clc1ccc(C2=Nn3c(nnc3-c3cc(-c4ccccc4)n[nH]3)SC2)cc1	-7	26	-2	-4	70	-0.1	-0.3	-2	-7
O=C(NCc1ccccc1)C1=C[C@H](c2ccc3c(c2)OCO3)C[C@H](OCc2ccc(CO)cc2)O1	-14	.	-1	-3	98	0.9	0.3	.	.
N#Cc1ccc(OCc2nnc(SCC(=O)c3ccccc3)n2-c2ccccc2)cc1	-17	-101	-3	0	100	6.1	5.8	2	-8
Cc1nc2ccc(NC(=S)N3CCOCC3)cc2nc1C	-11	12	-8	-5	95	-0.5	-0.7	1	-11
c1ccc(N2CCN(c3c4c(nc5ncnn35)CCC4)CC2)cc1	-6	2	2	-8	103	4.3	2.7	3	5
CSc1cccc(NC(=O)C2CCN(S(=O)(=O)c3ccc4c(c3)NC(=O)CO4)CC2)c1	-5	11	2	3	96	-1.2	-0.3	5	15
O=S1(=O)c2ccccc2Nc2ccccc21	-3	10	-5	1	95	0.7	0.8	-12	5
CCCCc1nnc(NC(=O)c2oc3ccc(OC)cc3c2C)s1	-6	.	.	-3	.	-0.3	1.9	.	.
C=C1SC(=Nc2ccccc2Cl)N(C(=O)c2sc3ccccc3c2Cl)C1(C)C	-13	19	-2	-11	92	-2.2	-0.5	-5	-14
N=c1n(CCO)c2ccccc2n1CCOc1ccc(Cl)cc1Cl	0	-35	18	2	148*	-0.4	0.0	2	31*
O=C(NNc1ncnc2c1cnn2-c1ccc(F)cc1)c1cccs1	1	-9	0	-2	103	2.2	1.3	0	6
COc1ccc(S(=O)(=O)Nc2cccc(F)c2C)cc1C(=O)N1CCOCC1	-11	14	-4	-7	97	1.0	0.7	3	-11
O=C(CCCCCN1C(=O)c2cccc3cccc(c23)C1=O)NCc1cccnc1	-11	25	-44	-7	51	-2.0	-0.7	-1	-8
CCOc1nc(-c2ccccc2O)nc2ccccc12	-10	35	-8	3	89	-1.0	0.4	2	-10
O=C(NCCCn1ccnc1)C(=O)NCC(c1ccco1)N1CCN(c2ccc(F)cc2)CC1 (configuration not stated)	2	-7	3	13*	105	1.2	-0.1	7	-2
COC(=O)c1ccc(NC(=O)c2cc3sccc3n2C)cc1	4	-11	1	-5	100	-0.9	4.3	1	-6
COc1ccc(OCc2cc(C(=O)N3CCCCCC3)no2)c(Cl)c1	-6	11	6	-4	106	-0.5	-0.4	6	5
COc1ccc2[nH]c(=O)c(CN(C(=O)c3ccco3)C(C)C)cc2c1	1	.	11	-3	113	0.3	-0.9	-4	-9
COc1ccc(C2C=C(c3ccc(Cl)cc3)Nc3nc(NC(C)=O)nn32)cc1 (configuration not stated)	-12	6	.	.	.	15	11	1	13
Cc1cc(NC(=O)CSc2nc(C(C)C)nc3sc4c(c23)CCC(C)C4)no1 (configuration not stated)	-16	-1	3	-4	107	-0.6	0.6	13	16
CCOc1cccc(C(=O)Nc2ccccc2N2CCN(C(=O)C(C)C)CC2)c1	-19	8	2	-3	105	-2.3	-1.4	-8	9
COc1ccc(OC(=O)c2cccnc2)cc1	-4	-2	-3	7	94	-0.3	0.6	-1	-12
COc1cc(CC(=O)Nc2nc(-c3ccccc3)c(C(C)=O)s2)cc(OC)c1OC	-7	-28	-1	-10	98	3.8	4.5	1	-13
O=C(O)C1CCN(C(=O)c2ccco2)CC1	-3	8	-2	-5	108	-0.6	0.3	4	-2
Cc1nc(-c2ccccc2)nc2[nH]c(-c3ccccc3)cc(=O)c12	-1	44	-7	-5	90	-2.4	0.1	9	-2
CCN(Cc1ccccc1)C(=O)CN1C(=O)NC(CC)(c2ccc(F)cc2)C1=O (configuration not stated)	-8	7	-3	-8	104	2.1	3.0	-1	8

An excerpt from above with just OXTR potentiate, M18AAP inhibitor and MEKK2mut PB1 HTS:
Structure | OXTR potentiate | M18AAP inhibitor | MEKK2mut PB1 HTS
COc1cc2c(cc1NC(=O)c1cc(-c3ccccn3)nc3ccccc13)oc1ccccc12 | -2 | 3 | 1
c1ccc(N2CCN(c3c4c(nc5ncnn35)CCC4)CC2)cc1 | -6 | 3 | 2
CCOc1nc(-c2ccccc2O)nc2ccccc12 | -10 | 2 | -8
Cc1nc2ccc(NC(=S)N3CCOCC3)cc2nc1C | -11 | 1 | -8
COC(=O)c1cn(NC(=O)/C=C/c2cccc(OC)c2OC)c(=O)c2ccccc12 | -4 | 0 | 0

Reprinted from the results shown for reference:
SMILES	OXTR potentiate	NALP1 inh	MEKK2mut PB1 HTS	GalR3 antagonist	MEKK2 WT-MEK5	OXTR ag	V1R ag counter	M18AAP inhibitor	GPR7 antagonist
Cc1cc(NC(=O)CSc2nc(C(C)C)nc3sc4c(c23)CCC(C)C4)no1 (configuration not stated)	-16	-1	3	-4	107	-0.6	0.6	13	16
CCOc1cccc(C(=O)Nc2ccccc2N2CCN(C(=O)C(C)C)CC2)c1	-19	8	2	-3	105	-2.3	-1.4	-8	9
COc1ccc(OC(=O)c2cccnc2)cc1	-4	-2	-3	7	94	-0.3	0.6	-1	-12
COc1cc(CC(=O)Nc2nc(-c3ccccc3)c(C(C)=O)s2)cc(OC)c1OC	-7	-28	-1	-10	98	3.8	4.5	1	-13
O=C(O)C1CCN(C(=O)c2ccco2)CC1	-3	8	-2	-5	108	-0.6	0.3	4	-2
Cc1nc(-c2ccccc2)nc2[nH]c(-c3ccccc3)cc(=O)c12	-1	44	-7	-5	90	-2.4	0.1	9	-2

Back to the main list with the 3 entries that preceded the break.
SMILES	OXTR potentiate	NALP1 inh	MEKK2mut PB1 HTS	GalR3 antagonist	MEKK2 WT-MEK5	OXTR ag	V1R ag counter	M18AAP inhibitor	GPR7 antagonist
O=C(O)C1CCN(C(=O)c2ccco2)CC1	-3	8	-2	-5	108	-0.6	0.3	4	-2
Cc1nc(-c2ccccc2)nc2[nH]c(-c3ccccc3)cc(=O)c12	-1	44	-7	-5	90	-2.4	0.1	9	-2
CCN(Cc1ccccc1)C(=O)CN1C(=O)NC(CC)(c2ccc(F)cc2)C1=O (configuration not stated)	-8	7	-3	-8	104	2.1	3.0	-1	8
CCC(=O)Oc1ccc(C(=O)Nc2ccc3c(c2)C(=O)N(C2CCCCC2)C3=O)cc1	-14	6	-5	-6	87	1.1	2.8	-5	-4
Cn1c2c(c3ccccc31)CC/C2=N\O	-12	26	.	-1	.	-2.6	-1.1	-5	-5
CCCCCCC(=O)N/N=C1\CCCc2ccccc21	-8	39	-2	2	96	-1.2	0.2	-4	-11
CCS(=O)(=O)N1CCN(C2CCC(c3ccccc3)CC2)CC1 (configuration not stated)	-8	5	5	.	110	4.4	2.7	3	-5
O=C(Oc1c(CN2CCOCC2)cc(Cl)c2cccnc12)c1cccs1	-2	14	-2	-4	89	-1.0	-0.8	3	-2
O=C(CCl)Nc1ccccc1Sc1ccccc1	-12	-2	-2	-1	101	-2.6	1.0	8	4
COc1cccc(NC(=O)CC(=O)c2ccccc2)c1	-12	10	4	-7	98	-1.3	-0.1	-5	-8
CCCC(c1nnnn1C(C)(C)C)N1CCN(c2ccccc2)CC1 (configuration not stated)	-2	2	-7	-7	99	-1.9	5.2	-3	1
CCN(CC)S(=O)(=O)c1ccc(C(=O)Nc2ccc(OCC(=O)N3CCOCC3)cc2)cc1	-5	-7	-3	1	102	1.7	-0.5	0	3
COc1cccc(NC(=O)Cc2ccccc2)c1	-2	9	-3	-4	95	-1.7	-0.5	4	-10
NC(=O)C1CCN(CCC(=O)Nc2ccc3c(c2)CCC3)CC1	-4	8	4	-4	107	1.0	1.7	4	-10
COc1ccc(N2CCN(S(=O)(=O)CCNC(=O)C34CC5CC(CC(C5)C3)C4)CC2)cc1	-11	2	0	-8	103	5.3	7.6	2	-4
Cc1ccc(C(=O)NC(C(=O)OCc2cn3cc(Cl)ccc3n2)C(C)C)cc1 (configuration not stated)	-5	.	.	-5	.	-1.0	-0.8	.	.
O=C(NCc1ccco1)C(Cc1ccccc1)N1C(=O)C2C3C=CC(C3)C2C1=O (configuration not stated)	-12	7	15	8	118	-1.1	-1.4	-4	5
CC(C)c1nc2oc3c(NCCO)ncnc3c2c2c1COC(C)(C)C2	9	.	-2	-6	99	0.4	0.7	4	-22
Cc1ccc2c(CC(=O)OCC(=O)Nc3ccc(Cl)cn3)coc2c1	-1	27	-2	-2	92	-2.1	-0.4	0	4
COc1ccc(/C=C/C(=O)Oc2cc(C)[nH]c(=O)c2[N+](=O)[O-])cc1OC	-6	12	-12	-5	80	-0.4	1.6	-2	-1
Cc1cccc(N(C(=O)Cc2cccs2)C(C(=O)NCc2ccco2)c2ccncc2)c1 (configuration not stated)	-9	0	-10	-5	92	-2.6	-0.5	4	-8
COc1ccc(OC)c(S(=O)(=O)n2ccc(C)n2)c1	4	4	2	-12	99	0.1	0.7	0	-10
O=C(CSc1nc2[nH]ncc2c(=O)[nH]1)Nc1nccs1	-13	15	7	-3	102	-0.7	-0.2	21	-17
CC/C(=N\NC(=O)Nc1ccccc1)c1ccccc1	-6	13	8	0	94	-2.3	-0.1	12	1
CN1CCN(c2ccc([N+](=O)[O-])cc2C(=O)Nc2ccccc2)CC1	2	3	-5	-1	96	0.3	-1.1	6	20
COc1ccc(C(C(=O)NC2CCCC2)N(CC2CCCO2)C(=O)Cc2cccs2)cc1OC (configuration not stated)	0	-11	-9	-5	97	-0.7	1.1	-12	18
C=CCn1c(SCC#N)nc2ccccc2c1=O	-4	24	9	-3	97	-0.4	-0.8	-5	1
COC(=O)c1ccc(C(=O)N2CCCC(Nc3ccc(C(C)C)cc3)C2)cc1 (configuration not stated)	-8	17	-1	-8	96	1.7	4.3	-1	1
O=C(Nc1cccc(F)c1)c1ccc(S(=O)(=O)N2CCCC2)cc1	-8	0	6	0	98	1.4	2.1	6	-5
